CHT block: inhibitors of human choline transporter CHT; High affinity choline transporter 1 (Homo sapiens), Q9GZV3; 0.86% of 310,000 active; AID 488975, 2010; CHT-expressing cells, membrane potential dye, choline response; active compounds read low; B-score at 10 µM;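 active = B-score over 3 SD under the library average, and starting fluorescence ratio not unusually high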;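 also: choline stimulus applied at its EC90 after an EC20 pre-addition; B-score computed on integrated fluorescence ratio after choline addition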
KCNQ2 block: KCNQ2 potassium channel inhibitors, primary screen, cell-based, CHO-K1, FluxOR thallium flux, B-score (AID 2156); Potassium voltage-gated channel subfamily KQT member 2 (Rattus norvegicus), O88943; 20 min; active compounds read low; B-score at 10 µM; 1.1% of 310,000 active;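 active = fluorescence ratio B-score at most minus 3 library SDs, with starting brightness B-score within 2 library SDs, cut at about -5.5 in these data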
Target sequence (O88943 whole entry, looked up): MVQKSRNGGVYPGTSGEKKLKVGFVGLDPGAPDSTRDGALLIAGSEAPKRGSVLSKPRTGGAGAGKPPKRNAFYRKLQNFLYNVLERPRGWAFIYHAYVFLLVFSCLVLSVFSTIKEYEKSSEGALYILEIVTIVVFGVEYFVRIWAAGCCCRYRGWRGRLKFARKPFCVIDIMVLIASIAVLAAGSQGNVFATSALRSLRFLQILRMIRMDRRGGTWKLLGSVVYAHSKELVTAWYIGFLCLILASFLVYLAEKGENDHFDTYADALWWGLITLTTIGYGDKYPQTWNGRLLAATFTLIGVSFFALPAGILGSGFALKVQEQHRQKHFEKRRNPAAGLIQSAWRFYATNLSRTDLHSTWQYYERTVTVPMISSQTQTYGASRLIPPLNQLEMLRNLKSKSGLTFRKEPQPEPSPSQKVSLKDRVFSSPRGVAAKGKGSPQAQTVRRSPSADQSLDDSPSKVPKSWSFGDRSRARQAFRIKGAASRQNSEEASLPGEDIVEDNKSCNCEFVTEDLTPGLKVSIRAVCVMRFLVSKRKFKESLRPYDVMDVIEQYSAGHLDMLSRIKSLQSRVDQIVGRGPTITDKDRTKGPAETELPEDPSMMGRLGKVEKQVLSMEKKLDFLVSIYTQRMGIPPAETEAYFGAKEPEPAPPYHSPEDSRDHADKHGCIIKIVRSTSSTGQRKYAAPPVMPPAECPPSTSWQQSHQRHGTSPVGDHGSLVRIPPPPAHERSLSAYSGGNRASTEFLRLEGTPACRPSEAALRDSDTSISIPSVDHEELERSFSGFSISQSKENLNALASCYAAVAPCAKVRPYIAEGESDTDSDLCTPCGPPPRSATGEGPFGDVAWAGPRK
An asterisk follows results filed as active; i = inactive; / = not tested or not shown.

mol | CHT block | KCNQ2 block
O=C(NCCC1CCCCN1S(=O)(=O)c1cccs1)C(=O)Nc1ccccc1F (stereo not given) | i | i
Cc1sc2nc(C(C)C)oc(=O)c2c1C | i | i
Cn1c(CNS(=O)(=O)c2ccc(Cl)cc2)n[nH]c1=S | i | i
COc1ccc2c(C)cc(=O)oc2c1C | i | i
CCOC(=O)c1sc(/N=C/c2ccc(O)cc2O)cc1C | i | i
C[C@]12C=CC(=O)C=C1CC[C@@H]1C2C(O)C[C@@]2(C)C1CC[C@]2(O)C(=O)COC(=O)CCC(=O)NC(CC(=O)O)C(=O)O (stereo not given in full) | i | i
CCCCC(=O)NC(=S)Nc1ccc(NC(=O)C(C)C)c(OC)c1 | i | i
CCCC(=O)Nc1ccc(-c2nc3ncccc3o2)cc1 | i | i
CCOC(=O)c1c(NC(=O)COC(=O)c2ccc(Cl)nc2)sc(C(=O)N(C)C)c1C | i | i
CC(C)C(NC(=O)c1ccccc1)C(=O)N1CCCCCC1 (stereo not given) | i | i
CCc1cc2c(=O)n(CCCOC)c(SCC(=O)Nc3oc(C)c4c(C)n[nH]c(=O)c34)nc2s1 | i | i
CCCCNC(=O)c1ccc(CS(=O)(=O)c2cccc(C(F)(F)F)c2)o1 | i | i
COc1cc(/C=C2\SC(=S)N(N(C)c3ccccc3)C2=O)ccc1O | i | i
CCC(C)c1ccc2oc(-c3ccc(NC(=O)Cn4cnc5c(=O)n(C)c(=O)n(C)c54)cc3)nc2c1 (stereo not given) | i | i
COc1ccc(S(=O)(=O)N2CCCC2CNC(=O)c2cccc(OC)c2)cc1 (stereo not given) | i | i
O=C(CNC(=O)[C@@H]1Cc2ccccc2CN1)Nc1ccc2c(c1)OCO2 | i | i
O=C1c2ccccc2C(=O)C2OC12 (stereo not given) | i | i
Cc1sc(NC(=O)c2ccco2)c(CN2CCN(c3ccccc3)CC2)c1C | i | i
Cc1nc2ccccc2c(=O)n1/N=C/c1ccncc1 | i | i
CCCCn1c(=O)[nH]c(=O)c2c1nc(COC(=O)c1c(C)noc1C)n2CCC | i | i
C/C(CC(=O)NCc1ccco1)=N\NC(=O)COc1ccc(C)cc1 | i | i
Cc1nc(C(C)NC(=O)CCc2nnc(Cc3c[nH]c4ccccc34)o2)cs1 (stereo not given) | i | i
CC(C)CNc1nnnc2c1sc1nc(N3CCOCC3)c3c(c12)CC(C)(C)SC3 | i | i
Cc1ccc(N2C(=O)C(O)(C(F)(F)F)C3=C2CC(C)(C)CC3=O)cc1C (stereo not given) | i | i
Cc1ccccc1C(=O)N1CCC(C(=O)Oc2ccc(C#N)cc2)CC1 | i | i
Nc1nnc(SCCOc2cccc(Br)c2)s1 | i | i
Cc1nn(Cc2ccccc2)c(Cl)c1C(=O)OCc1nnc(-c2ccc(Cl)cc2)o1 | i | -6.1*
NC(=NCCc1c[nH]c2ccccc12)NS(=O)(=O)c1ccc2ccccc2c1 | i | i
CC1=C(SCCC#N)S/C(=C2\SC(C)=C(SCCC#N)S2)S1 | i | i
O=c1[nH]c(SCc2ccccc2)nnc1-c1ccccc1 | i | i
COC(=O)c1sccc1NC(=O)c1cc(-c2ccc(C)cc2)nc2ccccc12 | i | i
C=CCNC(=O)CSc1nnc(C(CC)N(C)C)n1C1CCCCC1 (stereo not given) | i | i
O=C(/C=C/c1ccccc1[N+](=O)[O-])NCc1ccncc1 | i | i
CC(C)N(C(=O)Cn1c(-c2cccnc2)ccc(C#N)c1=O)C(C)C | i | i
CCN1CCc2c(sc(NC(=O)c3ccc4ccccc4c3)c2C(N)=O)C1 | i | i
N#CC1=C2N=C(N)c3ccccc3N2C2=C(C(=O)CCC2)C1c1ccccc1F (stereo not given) | i | i
COc1cc(Cc2nccc3cc(OC)c(OC)cc23)c(NC(C)=O)cc1OC | i | i
O=C(Cn1c(CO)nc2ccccc21)NCc1ccc2c(c1)OCO2 | i | i
NC(=O)C1CCN(C(=O)Cn2cccc2C(=O)c2ccccc2)CC1 | i | i
CCOc1cc(/C=N/NC(=O)N/N=C/c2ccc(O)c(OCC)c2)ccc1O | i | i
CC(=O)c1cc(C#N)c(SCc2ccccc2)nc1C | i | i
Cc1cccc(NC(=O)c2ccc3c(c2)OCCO3)c1 | / | i
Cc1ccc(C)c(Cn2nnc3c(=O)[nH]c(C4CCCN(C(=O)c5ccco5)C4)nc32)c1 (stereo not given) | i | i
O=c1nc2ccccc2c(NS(=O)(=O)c2ccccc2)n1-c1ccccc1 | i | i
O=C(O)CCCCn1c(SCC(=O)Nc2ccccc2C(F)(F)F)nc2ccsc2c1=O | i | i
Nc1ccnc(Oc2ccc(F)cc2)c1 | i | i
O=C1/C(=C/c2cccnc2)SC(=S)N1N1CCOCC1 | i | i
CC(=O)c1c(C)oc2ccc(OCc3ccccc3)cc12 | i | i
COCC(=O)N/N=C\c1cccc(OC)c1OC/C=C/c1ccccc1 | i | i
CC(C)Cn1c(N)c(C(=O)CSc2ccc3c(c2)OCCO3)c(=O)n(C)c1=O | i | i
CCc1ccnc(NS(=O)(=O)c2ccc3c(c2)OCCO3)c1 | i | i
CCN(CC(=O)Nc1ccc(NC(C)=O)cc1)C(=O)Cc1ccc(S(=O)(=O)N2CCOCC2)s1 | i | i
Cn1cnnc1SCC(=O)Nc1ccc(Oc2ccccc2)cc1 | i | i
COc1ccc(NS(=O)(=O)c2cccc(C(=O)NNC(=O)c3cccc(NC(C)=O)c3)c2)cc1 | i | i
CCOC(=O)C1=C(CSc2nc(-c3ccccc3)ccc2C#N)OC(N)=C(C#N)C1c1ccc(OC)cc1 (stereo not given) | i | i
CSc1nsc(SC)c1NC(=O)OC1CCCCC1 | i | i
Cc1nnsc1C(=O)N1CCCC(Nc2ccc(C(C)C)cc2)C1 (stereo not given) | i | i
C=CCn1c(SCc2nc3ccccc3[nH]2)nnc1-c1ccc(OC)cc1 | i | i
CCCc1nn(C)c2c(=O)[nH]c(-c3cc(S(N)(=O)=O)ccc3OCC)nc12 | i | i
COC(=O)C1CN(C(=O)COc2cc(C)c(Cl)c(C)c2)c2ccccc2O1 (stereo not given) | i | i

(further entries)
mol | CHT block | KCNQ2 block
COc1ccc(N2CC(O)=C(c3nc4ccccc4s3)C2=N)cc1 | i | i
COc1ccc(CCNC(=O)C/C(C)=N/NC(=O)C2CCCCC2)cc1OC | i | i
CC(C)CNS(=O)(=O)c1ccc(CCC(=O)NCCc2ccccc2)cc1 | i | i
CCOC(=O)N1CCN(S(=O)(=O)c2c(C)nc3sccn3c2=O)CC1 | i | i
CN1CCN(C2=Cc3cc(Cl)ccc3Sc3cc(F)ccc32)CC1 | i | i
C[N+]1(CCn2ccc3ccccc32)CCCCC1 | i | i
CNC(=O)COc1ccc(-c2nn(C)c(=O)c3ccccc23)cc1 | i | i
COc1ccc(N2CCN(C(=O)CSc3nc(C)cs3)CC2)cc1 | i | i
COc1ccc(-c2csc(N3CCN(c4cc5c(cc4Cl)nc(-c4ccncc4)n5CCOCCO)CC3)n2)cc1 | i | i
Cn1c(COc2ccc(Cl)cc2)nnc1SCC(=O)NC1CCCC1 | i | i
COc1ccc(C(=O)c2cn[nH]c2-c2cc(Cl)ccc2O)cc1 | i | i
NCCCCc1cn(CC(=O)N2CCNCC2)nn1 | i | i
O=C(NCc1ccccc1)C(c1c(F)cccc1Cl)N(C(=O)c1csnn1)C1CC1 (stereo not given) | i | i
O=C(COC(=O)CCc1ccccc1)NC12CC3CC(CC(C3)C1)C2 | i | i
COc1ccc(S(=O)(=O)N(C)CC(=O)Nc2ccccc2SC)cc1Cl | i | i
C=CCc1c(C)nc(SC(C)C)[nH]c1=O | i | i
O=C(COc1cc2oc(=O)cc(-c3ccccc3)c2cc1Cl)NC(Cc1c[nH]c2ccc(O)cc12)C(=O)O (stereo not given) | i | i
Cc1ccc(NC(=O)CSc2nc(N)c(-c3ccccc3)c(=O)[nH]2)cc1Cl | i | i
O=C(Nc1nnc(SCc2ccc(Cl)cc2)s1)c1ccco1 | i | i
CC(CC#CCN1CCOCC1)OCCC#N (stereo not given) | i | i
COc1ccc(S(=O)(=O)N2CCCC(C(=O)NCc3ccc(F)cc3)C2)cc1 (stereo not given) | i | i
O=C(NCc1ccccc1Cl)c1cnc2ccccc2n1 | i | i
Cc1oc2nc(SCC(=O)Nc3ccc(S(N)(=O)=O)cc3)nc(NC(=O)c3ccccc3)c2c1C | i | i
CN(CC(=O)Nc1ccc(N2CCOCC2)cc1)CC(=O)Nc1ccc(Cl)cc1[N+](=O)[O-] | i | i
COCCn1c(-c2ccc(OC)cc2)nc2ccccc21 | i | i
COc1ccc2oc(C(=O)OCC(=O)N3CCN(c4ccccc4)CC3)c(C)c2c1 | i | i
COc1ccc(NC(=O)COC(=O)Cc2ccc(-c3ccccc3)cc2)c(OC)c1 | i | i
CCOc1ccccc1C(=O)NC(C)c1ccc2c(c1)OCO2 (stereo not given) | -6.4* | i
COc1ccc(C)cc1NC(=O)c1ccc(-c2ccc(C(C)=O)cc2)o1 | i | i
CCn1c(SCC(=O)N2CCCc3ccccc32)nc2cccnc21 | i | i
COc1ccc(C(=O)Nc2ccccc2C(=O)NC(Cc2ccc(O)cc2)C(=O)NNC(=O)c2ccncc2)cc1 (stereo not given) | i | i
Cc1ccc(C)c(S(=O)(=O)N2CCN(C(=O)c3ccc(N4CCCC4)c([N+](=O)[O-])c3)CC2)c1 | i | i
O=S(=O)(c1cccs1)N1CCC(Cc2ccccc2)CC1 | i | i
O=S1(=O)CC(O)C(Nc2ccccc2)C1 (stereo not given) | i | i
COC(C/C=C\[C@H](O)[C@H](C)OCc1ccccc1)OC | i | i
Cc1coc2c(C)c3oc(=O)c(CCC(=O)NCCCN4CCCC4=O)c(C)c3cc12 | i | i
O=C(Nc1nc2c(s1)CCCC2)c1ccc(S(=O)(=O)N2CCCc3ccccc32)cc1 | i | i
Cn1c(SCC(=O)N2c3ccccc3CCc3ccccc32)nnc1-c1cc2ccccc2cc1O | i | i
CC(C)(C)c1ccc(NC(=O)CSc2n[nH]c(=O)n2-c2cccnc2)cc1 | i | i
O=C(c1ccc(NS(=O)(=O)c2cccc(F)c2)cc1)N1CCCCC1 | i | i
Cc1occc1C(=O)NCc1cccs1 | i | i
CNCCCCOc1ccccc1-c1ccccc1 | i | i
CN1CCN(CCC(=O)Nc2ccc(OCc3ccccc3)cc2)CC1 | i | i
CCCc1[nH]nc2c1C(CCc1ccccc1)C(C#N)=C(N)O2 (stereo not given) | i | i
Cc1nc(C)c(-c2csc(Nc3ccc(O)cc3C)n2)s1 | i | i
Cc1cc(=O)n2nc(N3CCCC(C(=O)N4CCc5ccccc54)C3)sc2n1 (stereo not given) | i | i
COc1cccc(C(=O)NC2CC(C)(C)NC(C)(C)C2)c1OC | i | i
COc1cc(/C=C/C(=O)OCC(=O)Nc2ccc3c(c2)OCCO3)ccc1O | i | i
CCOC(=O)C1(CCOc2ccccc2)CCN(CC(O)CO)CC1 (stereo not given) | i | i
CC(=O)Nc1ccc(OCC(O)CN2CCN(c3ccc(F)cc3)CC2)cc1 (stereo not given) | i | i
O=C(NC1CCCC1)C1CCN(S(=O)(=O)c2cccc3cccnc23)CC1 | i | i
O=C(N/N=C/c1cc(Br)cs1)c1ccccc1[N+](=O)[O-] | i | i
CCOc1ccc(-c2n[nH]c(C)c2Oc2ccccc2OC)c(O)c1 | i | i
CCCCC1C(=O)N(c2ccccc2)N(c2ccc(O)cc2)C1=O (stereo not given) | i | /
CCC(C)[C@H](NC(=O)N1CC(=O)Nc2ccccc21)C(=O)N[C@@H](C(=O)O)c1ccccc1 (stereo not given in full) | i | i
COC(=O)c1c(NC(=O)C(C)(C)C)sc2c1CCN(Cc1ccccc1)C2 | i | i
CC(OC(=O)c1ccc(NC(=O)CC#N)cc1)C(=O)NC(=O)NC1CCCCC1 (stereo not given) | i | i
CCOC(=O)C1=NN(c2ccccc2)C2(S1)SC(C(C)=O)=C(C)N2c1ccccc1 (stereo not given) | i | i
Cc1cc(C)c(S(=O)(=O)NCc2ccncc2)c(C)c1 | i | i
O=C1CSC(c2ccccc2F)N1c1ccccc1 (stereo not given) | i | i
COCCN1CCn2c(nc3cc(NC(C)=O)ccc32)C1 | i | i
Cc1ccccc1Cn1ccc(NC(=O)c2onc(C)c2Cl)n1 | i | i
NC1=NC2(CCCCC2)N(c2ccc(F)cc2)C(N)=N1 | i | i
